Bioassay records: PubChem, National Center for Advancing Translational Sciences (NCATS)
GAA inh: qHTS Assay for Inhibitors of Human alpha-Glucosidase as a Potential Chaperone Treatment of Pompe Disease | Lysosomal alpha-glucosidase (Homo sapiens), P10253 | purified human GAA, 4-MU-alpha-glucoside fluorescence | Potency, µM (doses to about 76.9 µM), inactives show at the highest dose activity change, negative = inhibition, actives largely listed as inhibitors | actives 0.005% (n = 200,000) | AID 1466, 2008;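 further: plate controls were uninhibited enzyme wells for no effect and no-enzyme background for full effect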
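Endpoint fluorogenic read: 20 min room-temperature reaction of 4 nM human alpha-glucosidase with 400 uM 4-methylumbelliferyl-alpha-D-pyranoside, pH 5.0, quenched with 1M NaOH/1M glycine pH 10. AC50 from Hill modeling.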
NPSR antag: qHTS Assay for Antagonists of the Neuropeptide S Receptor: cAMP Signal Transduction; Potency, µM (top dose mostly 38.3 µM), for the others: at the top dose activity change, negative = inhibition, usual class: inhibitors; CHO-NPSR cells, cAMP TR-FRET, antagonist mode; Q6W5P4; actives 1% (n = 220,000); further: on the % scale 0 is the no-effect control and ±100 the full control effect; nearly all actives have a fitted effect of over 50% in size; many of its hits are not listed in these tables
Target sequence (Q6W5P4 whole entry, looked up): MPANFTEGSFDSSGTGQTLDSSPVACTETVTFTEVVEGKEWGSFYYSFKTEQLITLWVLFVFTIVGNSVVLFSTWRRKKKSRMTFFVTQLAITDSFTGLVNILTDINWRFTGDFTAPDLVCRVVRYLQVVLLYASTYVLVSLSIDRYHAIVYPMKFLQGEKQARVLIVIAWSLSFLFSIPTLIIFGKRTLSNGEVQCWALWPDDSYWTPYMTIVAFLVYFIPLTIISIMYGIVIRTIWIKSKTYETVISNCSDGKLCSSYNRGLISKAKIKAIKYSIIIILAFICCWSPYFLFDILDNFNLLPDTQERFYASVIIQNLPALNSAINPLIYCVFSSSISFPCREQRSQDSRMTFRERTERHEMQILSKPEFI
GAA spleen mod: qHTS Assay for Inhibitors and Activators of Human alpha-Glucosidase From Spleen Homogenate; human spleen homogenate, 4-MU-alpha-glucoside fluorescence; Potency, µM (highest dose often 79.9 µM), inactives show top-dose activity change, negative = inhibition, hits mostly inhibitors; actives 0.006% (n = 240,000); AID 2112, 2009;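 further: 0% = enzyme with vehicle and -100% = no enzyme basal signal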
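Enzyme source: human spleen homogenate, 1 ug/well. Buffer 50 mM citric acid/K phosphate pH 5.0, 0.01% Tween-20. 4-MU-alpha-glucoside 1 mM; 37 C x 40 min; NaOH/glycine stop; fluorescence.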
GLA spleen mod: qHTS Assay for Inhibitors and Activators of Human alpha-Galactosidase From Spleen Homogenate; Alpha-galactosidase A (Homo sapiens), P06280; human spleen homogenate, 4MU-alpha-Gal fluorescence, 40 min; Potency, µM (top dose mostly 80 µM), without a hit: at the top dose activity change, negative = inhibition, usual class: inhibitors; actives 0.008% (n = 240,000); AID 2107, 2009;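 further: 0% = enzyme with vehicle and -100% = no enzyme basal signal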
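Fluorogenic readout (Ex 365/Em 440 nm) of 4-methylumbelliferone released from 1 mM 4-MU-alpha-galactoside by spleen homogenate, 40 min at 37C, pH 5.0. Data normalized to no-enzyme and enzyme controls; Hill-equation AC50 from compound titrations.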
Epigenetic derep: Quantitative High-Throughput Screen for Regulators of Epigenetic Control; Potency, µM (titrated, usually from 53.9 µM), for inactives: at the top dose GFP activation, usual class: activators; actives 0.2% (n = 280,000); murine LDR cells, GFP reporter derepression, 30 h; AID 1865, 2009; further: % of control where 0% means no effect; nearly all actives have a fitted effect of over 60% in size
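Readout is the number of GFP-expressing murine LDR cells, counted by cytometry following washing. Cells were treated with compound for 30 h at 37 C; the stably integrated CMV-GFP locus is normally silent.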
Tau fluor cs: Counterscreen qHTS for Inhibitors of Tau Fibril Formation, Fluorescence Polarization. tau K18 P301L Alexa594 fluorescence, heparin fibrillization. Potency, µM (doses to about 57.7 µM), without a hit: top-dose activity change, negative = decrease. actives 0.93% (n = 280,000); further: on the % scale 0 is the no-effect control and ±100 the full control effect; nearly all actives have a fitted effect of over 55% in size
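Human tau K18 P301L (15 uM unlabeled, 0.24 uM Alexa 594-labeled) in 100 mM sodium acetate pH 7 with 20 uM heparin, 6 hr at 37 C. ThT 30 uM added, 1 hr ambient; Alexa 594 FP and total fluorescence read at 555/632 nm.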
GAA glycogen: qHTS Assay for Inhibitors and Activators of Human alpha-Glucosidase Cleavage of Glycogen; Lysosomal alpha-glucosidase (Homo sapiens), P10253; recombinant GAA, glycogen substrate, Amplex Red glucose oxidase fluorescence; Potency, µM (highest dose often 76.4 µM), for the others: at the highest dose activity change, negative = inhibition, hits mostly inhibitors; actives 0.38% (n = 300,000); AID 2100, 2009;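 further: 0% = full enzyme reaction and -100% = no-enzyme basal signal; the screen sought inhibitors and activators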
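Recombinant enzyme (4 nM final) with compounds titrated up to 77 uM and bovine liver glycogen (30 ug) in citrate pH 5.0, 0.01% Tween-20, 37 C 40 min. Released glucose detected by Amplex Red/glucose oxidase (Ex 573/Em 610); AC50 from Hill fits.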
ALDH1A1 block: qHTS Assay for Inhibitors of Aldehyde Dehydrogenase 1 (ALDH1A1) | Aldehyde dehydrogenase 1A1 (Homo sapiens), P00352 | Purified ALDH1A1, NADH fluorescence, propionaldehyde substrate | Potency, µM (series often up to 75.3 µM), for the others: at the highest dose activity, negative = inhibition, hits mostly inhibitors | actives 7.3% (n = 220,000) | AID 1030, 2008; active means well fitted inhibition curve with a large enough effect, not every such curve was filed as active; inconclusive means small, poorly fitted or top-dose-only effect, or another doubt; inactive means no such curve, though single readings can be large or run the other way;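 further: plate controls were no enzyme wells and a reference inhibitor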
Target sequence (P00352 whole entry, looked up): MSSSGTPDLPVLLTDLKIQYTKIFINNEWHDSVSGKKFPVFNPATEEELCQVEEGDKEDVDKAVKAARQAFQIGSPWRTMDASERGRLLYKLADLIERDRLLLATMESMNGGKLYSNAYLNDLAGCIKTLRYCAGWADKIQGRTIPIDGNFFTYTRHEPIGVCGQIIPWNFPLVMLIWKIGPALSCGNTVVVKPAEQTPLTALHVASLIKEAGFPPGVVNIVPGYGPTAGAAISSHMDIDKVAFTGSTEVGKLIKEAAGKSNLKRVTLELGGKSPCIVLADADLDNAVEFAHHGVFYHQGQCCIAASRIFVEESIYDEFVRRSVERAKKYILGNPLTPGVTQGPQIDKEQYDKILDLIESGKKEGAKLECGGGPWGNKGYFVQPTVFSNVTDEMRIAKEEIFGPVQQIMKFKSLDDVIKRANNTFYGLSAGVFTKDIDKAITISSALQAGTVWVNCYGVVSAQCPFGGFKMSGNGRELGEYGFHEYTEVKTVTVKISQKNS
Numbers without * were called inactive; u = inconclusive; x = no result given; & = joins results of further samples; [ ] = dose if it differs, or a comment. Unless noted, the call rests on the fitted dose curve; in most records, active means well fitted curve in the direction sought with a large enough effect; inconclusive means small, poorly fitted or top-dose-only effect, or another doubt; inactive means no such curve, though single readings can be large; an effect the other way counts as inactive or inconclusive. Potency means the concentration at half of the fitted maximal effect.

Compound | GAA inh | NPSR antag | GAA spleen mod | GLA spleen mod | Epigenetic derep | Tau fluor cs | GAA glycogen | ALDH1A1 block
COCCN=c1scc(-c2cccs2)n1/N=C/c1ccc(O)c(O)c1O | 8% | -16%[46.1 µM] | -9% | -1% | -0.9% | 2% | u | 1.1µM*
Cc1cc(C(=O)NCC(=O)OCC(=O)N(C(C)C)C(C)C)ccc1[N+](=O)[O-] | -11% | 12% | -13% | -14% | 1.1% | -4% | 6% | 0%
O=C1c2ccccc2C(=O)N1CCc1csc(NNc2nc(CCN3C(=O)c4ccccc4C3=O)cs2)n1 | 9% | 4% | -2% | 6% | 1.1% | u | -16% | -15%
Cc1noc(COc2ccccc2OCc2onc(C)c2Cl)c1Cl | 4% | 2%[46.1 µM] | -1% | -12% | 0.8% | -12% | -1% | 3%
O=C(O)CCCC(=O)Nc1ccc(C(=O)NCc2cccnc2)cc1 | 0% | -12%[46.1 µM] | -10% | -4% | 0.9% | 1% | 0% | 4%
CCn1cc(C(=O)N2CCOCC2)c(=O)c2cc(S(=O)(=O)N(C)C3CCCCC3)ccc21 | 7% | -4%[46.1 µM] | -5% | 0% | 0.0% | 8% | 13% | -12%
O=C(Nc1ccc(S(=O)(=O)Nc2nccs2)cc1)c1ccc(F)c(S(=O)(=O)N2CCOCC2)c1 | -9% | 1% | -15% | 1% | 1.1% | -5% | -9% | 5µM*
CCC(c1nnnn1CCC(C)C)N1CCC(C(N)=O)CC1 (stereo unspecified) | 3% | -13%[46.1 µM] | -1% | -5% | -6.3% | 7% | 18% | -4%
O=C(O)c1ccc(/C=N/N2CCN(Cc3ccccc3)CC2)cc1 | 2% | -36% | -1% | -4% | -3.2% | -12% | 2% | 1%
CCOc1ccc(CN2CCN(Cc3[nH]c4ccc(OC)cc4c3C)CC2CCO)cc1 (stereo unspecified) | 0% | 12% | -11% | -2% | 0.2% | -12% | u | 8%
CCC(C)(C)n1nnnc1C(c1cc2cc(OC)c(OC)cc2[nH]c1=O)N1CCc2ccccc21 (stereo unspecified) | u | u | -5% | u | -2.5% | u | -8% | -13%
O=C(CC1C(=O)NCCN1CC1CCCCC1)NC1(c2ccccc2)CC1 (stereo unspecified) | 6% | -27% | 1% | 9% | -2.9% | -4% | 5% | -2%
O=[N+]([O-])c1ccccc1CNC1CCCCCC1 | 8% | -28% | 6% | 6% | -4.7% | -12% | 0% | 14µM*
COc1ccc(Cl)cc1N1C(=O)[C@@H]2C(c3cccc(OC)c3OC)=NO[C@@H]2C1=O | u | -10%[46.1 µM] | -2% | 3% | -5.7% | 0% | 2% | 8%
Cc1ccc(/C=C2\C(=O)ON=C2c2ccccc2)o1 | 0% | -10% | -5% | -6% | -0.6% | -5% | 9% | u

Other entries follow:
Compound | GAA inh | NPSR antag | GAA spleen mod | GLA spleen mod | Epigenetic derep | Tau fluor cs | GAA glycogen | ALDH1A1 block
Cc1cc(C)c(NC(=O)Cn2nnc(C(=O)NCc3cccs3)c2N)c(C)c1 | 1% | 5%[46.1 µM] | 5% | -6% | 1.4%&-1.8% | -1%&-13% | -3%[76.3 µM] | 2%
CN(C)c1ccc(NC(=O)Nc2ccc3snnc3c2)cc1 | -6% | -6%[46.1 µM] | 0% | -2% | -0.1% | u | 0% | -9%
COc1cccc(C2NC(=O)NC(C)=C2C(=O)Nc2ccc(C)cc2)c1OC (stereo unspecified) | 1% | -4%[46.1 µM] | 1% | -8% | -7.2% | -2% | 5% | 13%
O=S(=O)(Nc1nc2ccccc2nc1N1CCN(c2ccccn2)CC1)c1ccc(Cl)cc1 | -4% | 2%[46.1 µM] | -16% | 5% | 0.0% | -29% | -1% | 11µM*
CC(C)CC(C(=O)Nc1ccc2c(c1)OCCO2)N1C(=O)c2ccccc2C1=O (stereo unspecified) | 1% | -13%[46.1 µM] | 3% | -23% | -0.9% | -2% | 9% | 2%
COc1ccc(C2C(C(=O)/C=C/c3ccco3)=C(O)C(=O)N2CCN2CCOCC2)cc1OC (stereo unspecified) | -10% | 12% | -16% | -9% | -1.3% | -16% | -8% | u
COc1ccc(C(=O)NCC2OCCc3ccccc32)c(O)c1 (stereo unspecified) | -3% | -19%[46.1 µM] | -5% | -2% | 2.3% | -12% | 0% | u
O=C(CC1S/C(=N\S(=O)(=O)c2ccccc2)N(c2ccccc2)C1=O)Nc1ccc(F)cc1 (stereo unspecified) | -11% | -8% | -8% | -3% | 0.0% | u | -28% | 25µM*
COC(=O)c1c(C)oc(C)c1S(=O)(=O)NCc1ccc(Cl)cc1Cl | x | -13% | -1% | 17% | 5.2% | -18% | 5% | x
COCCn1c(SCC(=O)Nc2ccc(OC)cc2)nc2c(oc3ccccc32)c1=O | 5% | 0% | -5% | 0% | 2.9% | -4% | -25% | 16%
CSCC[C@H](NC(=O)NC1CCCC1)C(=O)O | -5%[15.4 µM] | 9% | -10% | -7% | -1.6% | 7% | 4% | x
O=C(Nc1nc(-c2ccncc2)cs1)c1ccc(S(=O)(=O)N2CCOCC2)cc1 | 1% | -4%[46.1 µM] | 4% | 5% | u | -6% | 9% | 5%
COc1ccccc1N(C)S(=O)(=O)c1ccc(C(=O)N2CCC(C(N)=O)CC2)cc1 | -8% | -4%[46.1 µM] | -1% | 9% | 3.9% | -4% | 2% | 13%
C=C(C(=O)c1ccccc1)C(C(=C)C(=O)c1ccccc1)c1ccc(OC)cc1 | -10% | u | -5% | -1% | u | -10% | -5% | 2%
O=C(Nc1ccon1)c1ccc2c(c1)OCO2 | -2% | -4%[46.1 µM] | -5% | -2% | -6.0% | -1% | -15% | -10%

Remaining list, next part
Letters – A = GAA inh; B = NPSR antag; C = GAA spleen mod; D = GLA spleen mod; E = Epigenetic derep; F = Tau fluor cs; G = GAA glycogen; H = ALDH1A1 block
Molecule: COc1cc(C(=O)NCCc2ccc(S(N)(=O)=O)cc2)cc(OC)c1OC
  A: -7%	B: 0%[46.1 µM]	C: 10%	D: 13%	E: -0.8%	F: 5%	G: -9%	H: 12%

Molecule: CN(C)S(=O)(=O)c1ccc(C(=O)Nc2ccc(OCC(=O)N3CCOCC3)cc2)cc1
  A: 4%	B: -7%[46.1 µM]	C: 1%	D: -7%	E: -1.6%	F: -6%	G: -1%	H: -10%

Molecule: CCc1nnc(NC(=O)CSc2ncnc3scc(-c4ccc(C)cc4)c23)s1
  A: 5%	B: -7%[46.1 µM]	C: -3%	D: 2%	E: 0.0%	F: 0%	G: -10%	H: 31%[activator]

Molecule: CCCCc1nc2c(c3c1C[C@H](C)OC3)CN(C(=O)C1CC1)CC2
  A: x	B: x	C: 5%[17.4 µM]	D: 3%[17.5 µM]	E: x	F: 0%[11.6 µM]	G: x	H: 6%[13.5 µM]

Molecule: COc1ccc(C2NC(=S)NC(C)=C2C(=O)N2CCOCC2)cc1 (stereo unspecified)
  A: 5%	B: 11%	C: -8%	D: 0%	E: -2.8%	F: 2%	G: 3%	H: u

Molecule: COc1ccc(CCNC(=O)CCn2cccc2)cc1OC
  A: -2%	B: -9%[46.1 µM]	C: -3%	D: -3%	E: -0.2%	F: -7%	G: 11%	H: 7%

Molecule: ClCc1csc(-c2ccc(Cl)cc2)n1
  A: -12%	B: 10%	C: -4%	D: -10%	E: 0.0%	F: -10%	G: 5%	H: -9%

Molecule: O=C1CCCc2c1nc(-c1ccccc1F)n2O
  A: x	B: 17%	C: -1%	D: 3%	E: -1.2%	F: -3%	G: 1%	H: x

Molecule: COc1ccc(/C=N/NC(=O)c2ccc(Cl)cc2)cc1Cn1cc(Cl)cn1
  A: 0%	B: 13%	C: -3%	D: -11%	E: -1.1%	F: -4%	G: -5%	H: u

Molecule: N#Cc1ccccc1OCC(=O)Nc1c(C(=O)C2CC2)oc2ccccc12
  A: 1%	B: u	C: -6%	D: -2%	E: 0.0%	F: -2%	G: 2%	H: u

Molecule: N#C/C(=C\c1c(N2CCOCC2)nc2ccccn2c1=O)S(=O)(=O)c1ccccc1
  A: -16%	B: -14%[46.1 µM]	C: -5%	D: 1%	E: -1.2%	F: -10%	G: -2%	H: 13µM*

Molecule: NNC(=O)CN1C(c2cccc(Cl)c2)=Nc2ccc(Br)cc2C1c1ccccc1 (stereo unspecified)
  A: -3%	B: u	C: -8%	D: 1%	E: -1.0%	F: -10%	G: -11%	H: 15%

Molecule: O=[N+]([O-])c1ccc(C[n+]2cccc3c4ccccc4ccc32)cc1
  A: 3%	B: 8%	C: -1%	D: 0%	E: -0.1%	F: -8%	G: -1%	H: 8%

A few values from the list:
Under GLA spleen mod, `O=C(Nc1ccon1)c1ccc2c(c1)OCO2` is entered as -2%
Under GAA spleen mod, `O=C(Nc1nc(-c2ccncc2)cs1)c1ccc(S(=O)(=O)N2CCOCC2)cc1` is entered as 4%
Under NPSR antag, `CN(C)S(=O)(=O)c1ccc(C(=O)Nc2ccc(OCC(=O)N3CCOCC3)cc2)cc1` is entered as -7%[46.1 µM]
Under Epigenetic derep, `NNC(=O)CN1C(c2cccc(Cl)c2)=Nc2ccc(Br)cc2C1c1ccccc1` (stereo unspecified) is entered as -1.0%
Under GAA spleen mod, `O=C1CCCc2c1nc(-c1ccccc1F)n2O` is entered as -1%

Record cards, from the list above. Order of screens: GAA inh	NPSR antag	GAA spleen mod	GLA spleen mod	Epigenetic derep	Tau fluor cs	GAA glycogen	ALDH1A1 block
COc1cc(C(=O)NCCc2ccc(S(N)(=O)=O)cc2)cc(OC)c1OC across the screens: -7%	0%[46.1 µM]	10%	13%	-0.8%	5%	-9%	12%
COc1ccc(/C=N/NC(=O)c2ccc(Cl)cc2)cc1Cn1cc(Cl)cn1 across the screens: 0%	13%	-3%	-11%	-1.1%	-4%	-5%	u
N#C/C(=C\c1c(N2CCOCC2)nc2ccccn2c1=O)S(=O)(=O)c1ccccc1 across the screens: -16%	-14%[46.1 µM]	-5%	1%	-1.2%	-10%	-2%	13µM*
COc1ccc(CCNC(=O)CCn2cccc2)cc1OC across the screens: -2%	-9%[46.1 µM]	-3%	-3%	-0.2%	-7%	11%	7%

Some of the compounds tested; the hit share may differ from the screen's.
